LGR2 inh: blocks bursicon-induced cAMP signaling via Drosophila LGR2; inhibition, % at 9.99 µM; AID 720647; actives 0.35% (n = 380,000); HEK293 LGR2, CRE-luciferase, bursicon-stimulated, 4 h;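 active = drop in luminescence signal, shown as inhibition above about 50% in the replicate tests, limit read from the data, passing the limit was not always enough; inconclusive = probably only some replicates passing the limit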;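 also: agonist challenge used bursicon conditioned medium at about half maximal strength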
PglD inh: inhibitors of Campylobacter jejuni PglD acetyltransferase. purified PglD enzyme, DTNB colorimetric CoA detection. inhibition, % at 12.5 µM. actives 0.098% (n = 360,000). AID 602405; in the data active = inhibition above about 16%, passing the limit was not always enough; inconclusive = no clear call, values can overlap the other calls; also: strong numbers were not always called active
PGC1a acetyl inh: PGC1a acetylation modulation, inhibitor mode; U2OS PGC1a acetylation, AlphaScreen anti-acetyl-lysine; with virally co-expressed GCN5 acetyltransferase; inhibition, % at 15.6 µM; actives 0.17% (n = 350,000); AID 651687;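 active = every replicate shows inhibition of at least 40%; inconclusive = mean inhibition at least 40% but some replicate below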;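 also: 0% = neutral control wells and 100% = positive control wells; some results beyond the cut were filed as inactive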
ARNT-TACC3 inh: disruptors of human ARNT/TACC3 interaction; actives 0.66% (n = 390,000); inhibition, % at 9.99 µM; AlphaScreen His-ARNT PAS-B/GST-TACC3 binding, luminescence; TACC3 fragment carries E629A point mutation; AID 623870;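 active = mean inhibition of replicates at least 50% and at least half of replicates each reaching 50%; inconclusive = half or more replicates reach 50% but mean below 50%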;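 also: 0% = complete ARNT plus TACC3 wells and 100% = ARNT alone without TACC3; many hits fall short of the cut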
C2C12 statin: suppressors of simvastatin-induced myotoxicity in C2C12 myotubes; ATP luminescence, 48 h; scaled: DMSO 0, geranylgeraniol control 100; rescue of ATP level, % at 7.49 µM; actives 0.78% (n = 330,000); AID 602340;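 active = mean ATP rescue above about 67%, or every replicate alone reaching that limit, limit read from the data, passing the limit was not always enough; inconclusive = no clear call, values can overlap the other calls; inactive = mean under the limit and some replicate under it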;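 also: myotubes were challenged with 10 µM simvastatin during compound exposure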
Cneo AK release: Cryptococcus neoformans lysis via adenylate kinase release | C. neoformans lysis, adenylate kinase release luminescence, 4 h; normalised: neutral wells 0, clomiphene wells 100 | lysis activity, % at 15 µM | actives 0.2% (n = 360,000) | AID 651654;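 active = mean lysis activity across replicates of at least 80%, whatever share of replicates individually reach that level; inactive = mean lysis activity below 80%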
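Material – log-phase Cryptococcus neoformans yeast cells · Input – 5 × 10^6 yeast cells/mL · Medium – fresh YPD growth medium · Doses – single compound concentration per well · Timing – static 4 h at 37 °C with compound, 1 h detection · Detection – adenylate kinase release luminescence · Read-out – signal increase indicating cell lysis · Control set – Clomiphene as positive lysis control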
GSIS activator: primary screen for activators of insulin secretion dependent on glucose, INS-1E cells, GLuc reporter luminescence. AID 743287. INS-1E GLuc reporter insulin secretion, 2-3 h. actives 0.61% (n = 370,000). activation, % at 16.6 µM;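 active = lowest replicate activation of at least 40%, so every replicate reaches that level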;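 also: 0% = median of neutral control wells and 100% = median of IBMX positive control wells; some compounds called inactive have numbers as strong as hits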
PAX8 reporter: inhibitors of PAX8 transcriptional activity in RMG-I cells; RMG-I TPO-luciferase reporter, SteadyGlo, 24 h; inhibition, % at 12.6 µM; actives 1.2% (n = 360,000);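 active = mean replicate inhibition at least 60% with every replicate also reaching 60%; inconclusive = only one of the two criteria is met; inactive = mean below 60% and not all replicates reaching 60%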;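 also: luciferase light reporting Pax8 driven TPO promoter activity; plate controls were median of neutral control wells for no effect and mitoxantrone controls for full effect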
Starred values were filed as active, the others as inactive; ? = inconclusive; . = not tested or not shown; & = joins results of further samples.

SMILES	LGR2 inh	PglD inh	PGC1a acetyl inh	ARNT-TACC3 inh	C2C12 statin	Cneo AK release	GSIS activator	PAX8 reporter
Cn1cnc(S(=O)(=O)N2CCCCN3[C@H](CO)[C@@H](c4ccc(-c5ccccc5F)cc4)[C@@H]3C2)c1	-4	-3	1	-4	-11	-3	-1	-30
COC(=O)C[C@H]1CC[C@H](NC(=O)Nc2ccc(C(F)(F)F)cc2)[C@@H](CO)O1	25	0	-11	-15	-16	0	3	8
CN(C)S(=O)(=O)N1CCN(c2cccc(Cl)c2)CC1	.	1	-7	.	3	0	.	-10
C[C@@H]1CN([C@H](C)CO)S(=O)(=O)c2ccc(Br)cc2O[C@H]1CN(C)C(=O)Cc1ccccn1	6&19	-4&-2	5&-2	-8	-3&6	-2&-3	-1&37	-1&-16
CCCCCCCCC(c1nc2cc(C)c(C)cc2[nH]1)n1c(=O)c(-c2ccccc2Br)nc2ccccc21 (stereo unspecified)	-2	9	-2	.	10	-19	7	3
Cc1c(Br)c([N+](=O)[O-])nn1C(C)C(=O)NCc1cccs1 (stereo unspecified)	.	-9	2	-1	18	0	.	.
O=C(COC(=O)c1ccc(Cl)cc1)NC(=O)NC1CCCC1	-17	.	.	-4	-6	.	-9	-1
CCCC1=C(C(=O)OCC)C(/C=C/c2ccccc2)n2ncnc2N1 (stereo unspecified)	11	-4	0	6	-1	-1	24	.
O=C(NCC(F)(F)F)c1ccc(S(=O)(=O)Nc2ccccc2N2CCCC2)cc1	-26	1	0	5	10	-4	11	-8
Cc1ccc(S(=O)(=O)N[C@@H]2C=C[C@H](CC(=O)NCCCN(C)C)O[C@H]2CO)cc1	-1	-2	1	-4	-3	-2	8	4
C[C@H](CO)N1C[C@H](C)[C@@H](CN(C)C(=O)c2cccnc2)Oc2cc(C#CC3(O)CCCC3)ccc2S1(=O)=O	11	1	0	29	5	-3	10	-16
Cc1ccccc1-c1nc(Cc2ccc(Cl)cc2)no1	.	-4	4	-10	8	4	0	.
COc1ccc2c(c1)c(C(=O)CN1CCC3(CC1)OCCO3)c(C)n2C	.	-1	0	4	.	1	.	.
C[C@@H]1CCCCO[C@@H](CN(C)CC2CCCCC2)[C@H](C)CN([C@H](C)CO)C(=O)c2cc(NC(=O)CCC(F)(F)F)ccc2O1	12	0	-6	-4	.	-3	0	-6
C[C@H](NC(=O)c1nc[nH]c1C(=O)NCC(=O)OCc1ccccc1)C(=O)OCc1ccccc1	2	-4	4	4	5	1	-7	-26
Cc1ccc(S[C@@H](CCN2CC[C@H](C(C)(C)C)CCC2=O)c2ccccc2)cc1	15	-1	-5	.	-1	1	-44	5
COc1ccc(N(C(=O)c2cnsn2)C(C(=O)NC2CCCCC2)c2ccncc2)cc1 (stereo unspecified)	7	.	.	-2	.	.	-1	21
CC1CCCN(C(=O)C2CCN(c3nc(-c4ccccc4)nc4c3CCC4)CC2)C1 (stereo unspecified)	18	-5	.	-1	-8	1	-22	27
COc1ccc(/C=C/c2nc(S(=O)(=O)c3ccccc3)c(N(C)C)o2)cc1	-17	0	-15	0	2	2	-5	-28
COc1ccccc1N1CCN(C2CCN(C(=O)c3cccs3)CC2)CC1	.	-4	13	.	9	1	.	13
COC(=O)COc1ccc2oc(=O)cc(-c3cc4ccccc4o3)c2c1	-16	-2	4	4	4	-2	-1	-21
CCC(CC)NC(=O)c1cccc(Br)c1	5	-4	-1	9	-2	5	-2	0
C[C@H]1CN([C@@H](C)CO)C(=O)c2cc(NS(C)(=O)=O)ccc2O[C@H]1CN(C)C(=O)Nc1ccc(C(F)(F)F)cc1	9	0	4	-2	1	2	0	?
CC1CCc2sc3ncnc(N4CCN(C)CC4)c3c2C1 (stereo unspecified)	10	-10	.	-1	-14	6	6	4
O=C(c1cccnc1)N1CC(=O)N2[C@H](C1)[C@@H](c1ccc(C#CCC3CCCC3)cc1)[C@@H]2CO	4	.	-3	.	.	.	-7	21
CC(c1ccccc1)C1CC(=O)N(c2ccccc2)C1=O (stereo unspecified)	0	3	-7	-4	7	0	.	-18
O=C(c1cccc(Br)c1)N1CCCc2ccccc21	7	10	.	7	4	0	9	-7
O=C(Nc1cnccn1)c1ccc(F)cc1Cl	-1	-2	17	-6	3	-3	-7	14
COc1ccc(/C=N\NS(=O)(=O)c2ccc(Br)cc2)cc1COc1ccccc1[N+](=O)[O-]	.	0	-17	.	24	-3	.	.
C[C@@H]1CN([C@H](C)CO)C(=O)c2cc(NC(=O)Nc3ccc(C(F)(F)F)cc3)ccc2O[C@@H](C)CCCCO[C@H]1CN(C)S(=O)(=O)c1ccc(Cl)cc1	18	-3	-9	13	.	-5	19	88*
O=C(NCCNc1ccnc2cc(Cl)ccc12)c1ccccc1F	6	6	14	-15	-48	0	-7	4
Cn1c(=O)c2cc(NC(=O)CCc3ccc4c(c3)OCO4)ccc2n1Cc1ccc(F)cc1	10	2	-3	.	4	1	.	-2
O=C(O)/C(=C\c1ccc(Cl)c([N+](=O)[O-])c1)c1ccc(S(=O)(=O)N2CCCCC2)s1	-2	.	0	19	.	.	8	-12
Cc1cccc2cc3c(NC(=O)C(C)(C)C)nn(CC(C)C)c3nc12	13	-1	4	-82	-1	0	-11	18
C[C@@H]1CN([C@H](C)CO)S(=O)(=O)c2ccc(C3=CCCCC3)cc2O[C@H]1CN(C)C(=O)C1CCC1	1	1	-2	3	-80	11	-13	.
CCCCN(C)CCNC(=O)c1cc2c(=O)[nH]c3ccccc3c2n1C	15	-4	0	3	-7	-2	-12	-53
CN1c2ccc(Br)cc2[C@@H]2[C@@H](CCN2S(=O)(=O)c2ccccc2)[C@H]1CO	-14	-1	-25	-2	28	3	6	-7
CCCCC(CC(O)COCC(C)C)C(=O)NNC(=S)Nc1ccccc1 (stereo unspecified)	-12	2	.	3	.	-3	-6	-8
Cc1cc(OCC(O)CN2CCCC2)cc(C)c1Cl (stereo unspecified)	10	.	-2	-2	-20	0	2	4
O=C(c1ccccc1O)N1N=C(c2ccccc2)CC1(O)C(F)(F)F (stereo unspecified)	11	.	.	-1	.	.	-2	-22
O=C(Nc1cc(Cl)ccc1Cl)c1ccc(-c2ccccc2)cc1	-21	.	.	-23	.	.	6	4
Cc1cc(C(=O)COC(=O)c2cccc(O)c2)c(C)n1C1CC1	73*	1	-2	13	-1	0	26	-137
COCCNC(=S)N/N=C/c1ccc(-c2ccc([N+](=O)[O-])cc2)o1	-7	4	-8	-1	-6	-3	-33	17
COc1cccc(C=Nc2cccc3c(=O)[nH][nH]c(=O)c23)c1O	-33	.	-2	12	.	.	6	14
CCCCCC(=O)N=Nc1c(O)[nH]c2ccc([N+](=O)[O-])cc12	5	.	.	5	.	.	29	2
COc1ccc(Cc2nnc(SC(C)C(=O)Nc3ccc(C(N)=O)cc3)o2)cc1 (stereo unspecified)	23	.	.	2	.	.	4	-17
NC(=O)CN1C(=O)C(O)(CC(=O)c2ccccc2O)c2ccccc21 (stereo unspecified)	-3	-3	1	5	4	1	0	-14
COc1ccc(C)cc1NC(=O)CN1CCN(c2ccccn2)CC1	-9	-1	.	-3	-3	1	3	17
Cc1nn(CCC(=O)NNC(=S)Nc2cccc(Cl)c2)c(C)c1[N+](=O)[O-]	.	2	6	-12	4	1	.	20
CCC1(c2ccc(C)cc2)NC(=O)N(C(C)C(=O)Nc2ccc(N3CCOCC3)cc2)C1=O (stereo unspecified)	-17	1	.	-1	6	0	-13	2
COc1ccc(OC)c(NC(=O)C2(C)CCN2Cc2ccccc2Cl)c1 (stereo unspecified)	30	0	-6	.	4	1	.	18
CNS(=O)(=O)c1cccc(C(=O)OC2CCOC2=O)c1 (stereo unspecified)	5	-5	2	-3	19	11	3	5
COc1ccc(NC(=O)COc2nc(N(C)C)nc(N(C)C)n2)cc1	.	4	-6	19	-3	1	.	-2
CN(C(=O)CSc1nc2cc(C(=O)O)ccc2c(=O)n1Cc1ccccc1)C1CCS(=O)(=O)C1 (stereo unspecified)	-3	.	.	2	.	.	2	-24
O=C(CSc1nnc(NC(=O)C2CC(=O)N(c3ccc(F)cc3)C2)s1)NCc1ccco1 (stereo unspecified)	1	3	.	.	4	-1	-13	-1
COc1ccccc1C1SCCN1S(=O)(=O)c1cccc(C(F)(F)F)c1 (stereo unspecified)	6	-2	-35	-7	-9	-5	-50	.
Cc1ccc(S(=O)(=O)N(C)C[C@@H]2Oc3c(NS(=O)(=O)c4ccc(Cl)cc4)cccc3C(=O)N([C@@H](C)CO)C[C@H]2C)cc1	-7	-2	6	15	-62	-1	6	1
Cc1ccsc1C(=O)OC(C)C(=O)NC1CCCCC1C (stereo unspecified)	-13	-1	11	.	-24	-1	27	-8
OCCSc1c(F)c(SCCO)c(SCCO)c(F)c1SCCO	-2	-3	6	2	-20	0	25	.
CC(=O)CC(=O)NC1CCc2ccccc21 (stereo unspecified)	13	.	.	-4	.	.	-2	11

Further records follow.
SMILES	LGR2 inh	PglD inh	PGC1a acetyl inh	ARNT-TACC3 inh	C2C12 statin	Cneo AK release	GSIS activator	PAX8 reporter
CCCCN1C(=O)C(CC(=O)NCc2cccs2)CC(C(=O)N2CCOCC2)=C1C (stereo unspecified)	5	.	2	.	5	.	29	-8
CC(C)OC(=O)CSc1nnc(-c2ccc(C(C)(C)C)cc2)n1N	.	5	14	-15	7	-3	-10	.
CC1(Cc2ccc(OC(F)(F)F)cc2)C(=O)Nc2ccc(OC(F)(F)F)cc21 (stereo unspecified)	-5	-5	2	.	-13	-2	-35	-16
CCCNC(=O)Nc1ccc2c(c1)C(=O)N(C)C[C@H](OC)[C@H](C)CN(Cc1ccc(-c3ccccn3)cc1)[C@@H](C)CO2	?	-3	-4	.	-5	.	-23	.
COCCn1c(=NC(=O)c2ccc(S(=O)(=O)N3CCOCC3)cc2)sc2cc(S(N)(=O)=O)ccc21	4	-3	4	-4	-6	-3	1	-3
Cc1nc(N2CCOCC2)c(C#N)c(C)c1Br	.	1	-1	-5	-6	-2	.	-15
CC1CCN(C(=O)CNC(=O)c2cccc(OC(F)F)c2)CC1	-52	2	1	-7	-15	-2	-5	-20
COc1ccccc1CCNC(=O)c1ccc(OC)c(OC2CCN(C(C)C)CC2)c1	-13	2	2	0	3	0	-1	-24
C[C@@H]1CN([C@@H](C)CO)C(=O)c2cc(C#CCC3CCCC3)cnc2O[C@H]1CN(C)C(=O)c1cnccn1	-8	-5	-12	5	15	-1	0	.
Cc1nn(C)c(C)c1S(=O)(=O)NC1CCCC1	.	-7	-11	1	-4	1	.	.
C=CCNC(=O)c1csc(-c2ccccc2)n1	.	1	.	-7	-4	0	.	.
CC1CCCC(NC(=O)COC(=O)CCC(=O)c2ccc(F)cc2)C1C (stereo unspecified)	.	-3	-1	-3	-2	1	.	-1

Some of the entries so far, field by field.
canonical_smiles: Cc1nn(C)c(C)c1S(=O)(=O)NC1CCCC1
  LGR2 inh: .	PglD inh: -7	PGC1a acetyl inh: -11	ARNT-TACC3 inh: 1	C2C12 statin: -4	Cneo AK release: 1	GSIS activator: .	PAX8 reporter: .
canonical_smiles: C=CCNC(=O)c1csc(-c2ccccc2)n1
  LGR2 inh: .	PglD inh: 1	PGC1a acetyl inh: .	ARNT-TACC3 inh: -7	C2C12 statin: -4	Cneo AK release: 0	GSIS activator: .	PAX8 reporter: .
canonical_smiles: CC1CCCC(NC(=O)COC(=O)CCC(=O)c2ccc(F)cc2)C1C (stereo unspecified)
  LGR2 inh: .	PglD inh: -3	PGC1a acetyl inh: -1	ARNT-TACC3 inh: -3	C2C12 statin: -2	Cneo AK release: 1	GSIS activator: .	PAX8 reporter: -1

Source: PubChem BioAssay (Broad Institute)
